GluA2 TARP mod – modulators of GluA2-stargazin AMPA receptor complexes, primary screen, cell-based, membrane potential dye; Voltage-dependent calcium channel gamma-2 subunit (Mus musculus) + Glutamate receptor 2 …; HEK293 GluA2+stargazin, membrane potential dye (FDSS), glutamate EC50; hits were called plate by plate, in both directions; calls only at 30 µM; actives 3.5% (n = 40,000); AID 1259245, 2017;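 active means any of four per-well response measures lying three or more SD from its plate-wide compound average, in either direction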
Target sequence (O88602 whole entry, looked up): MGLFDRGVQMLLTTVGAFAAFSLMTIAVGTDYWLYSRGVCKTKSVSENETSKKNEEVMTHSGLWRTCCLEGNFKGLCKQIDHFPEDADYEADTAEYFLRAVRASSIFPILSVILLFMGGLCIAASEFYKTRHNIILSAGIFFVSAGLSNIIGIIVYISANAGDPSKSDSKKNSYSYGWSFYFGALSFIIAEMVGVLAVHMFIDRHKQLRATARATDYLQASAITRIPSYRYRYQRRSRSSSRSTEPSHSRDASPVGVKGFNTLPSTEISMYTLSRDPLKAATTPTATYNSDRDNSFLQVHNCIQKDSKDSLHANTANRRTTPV
Target sequence (P19491 whole entry, looked up): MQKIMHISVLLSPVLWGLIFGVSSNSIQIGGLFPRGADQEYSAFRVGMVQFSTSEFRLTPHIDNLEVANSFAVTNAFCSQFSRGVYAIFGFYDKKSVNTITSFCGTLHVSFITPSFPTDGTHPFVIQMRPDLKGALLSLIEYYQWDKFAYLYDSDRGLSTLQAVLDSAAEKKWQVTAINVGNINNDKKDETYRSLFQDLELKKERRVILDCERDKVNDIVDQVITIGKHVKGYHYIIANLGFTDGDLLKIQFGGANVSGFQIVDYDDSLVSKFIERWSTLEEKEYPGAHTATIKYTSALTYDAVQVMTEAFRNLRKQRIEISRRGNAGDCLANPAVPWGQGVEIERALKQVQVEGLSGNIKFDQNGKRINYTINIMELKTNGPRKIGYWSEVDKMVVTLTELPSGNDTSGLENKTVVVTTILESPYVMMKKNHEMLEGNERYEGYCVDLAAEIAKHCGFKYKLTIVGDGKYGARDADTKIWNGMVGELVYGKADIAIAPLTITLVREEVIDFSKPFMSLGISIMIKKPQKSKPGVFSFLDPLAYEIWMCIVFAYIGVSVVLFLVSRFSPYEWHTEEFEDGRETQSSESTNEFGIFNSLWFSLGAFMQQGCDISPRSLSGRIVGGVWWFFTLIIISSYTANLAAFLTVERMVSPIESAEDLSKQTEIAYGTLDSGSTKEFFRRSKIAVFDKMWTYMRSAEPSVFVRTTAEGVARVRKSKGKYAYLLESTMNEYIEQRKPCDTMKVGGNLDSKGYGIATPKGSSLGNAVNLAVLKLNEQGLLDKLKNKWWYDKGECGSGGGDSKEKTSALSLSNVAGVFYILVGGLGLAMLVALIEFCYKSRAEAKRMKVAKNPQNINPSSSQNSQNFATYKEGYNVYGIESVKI
GluA2 TARP mod agonism max-min – also measured in GluA2 TARP mod; calls as there; compound max-min signal; compound-alone response (agonism);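 unitless range of fluorescence divided by baseline over first 100 seconds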
GluA2 TARP mod glutamate slope – second read-out of GluA2 TARP mod, no call of its own (marks repeat the call); glutamate slope, % of max; measured here: glutamate response slope, % max;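 scaled per plate between vehicle wells and maximal 1 mM glutamate control wells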
Active calls of the source: *; i = inactive; + = active, no number. Some of the compounds tested (hit frequency here may not be typical).

SMILES | GluA2 TARP mod | GluA2 TARP mod agonism max-min | GluA2 TARP mod glutamate slope
O=C(Cc1csc(Nc2ccccc2)n1)NCc1ccco1 | i | 0.11 | 65
CCOC(=O)c1ccsc1NC(=O)c1cc(C)nn1CC | i | 0.068 | 62
O=C(Nc1nc(CCC(=O)N2CCc3ccccc32)cs1)c1ccc[nH]c1=O | i | 0.11 | 57
Cc1noc(C)c1S(=O)(=O)NCC1CCN(C(=O)c2cccn(C)c2=O)CC1 | i | 0.051 | 35
Cc1ccc(Oc2cccc(NC(=O)/C=C/c3ccco3)c2)nn1 | i | 0.086 | 62
COc1ccccc1C(=O)NCC1CCN(C(=O)c2cc3ccccc3o2)CC1 | i | 0.033 | 37
Cc1nnc(CNC(=O)Cn2c(=O)[nH]c3ccccc3c2=O)o1 | i | 0.1 | 57
CCCC(=O)NCCNc1cc(OC)nc(OC)n1 | i | 0.12 | 62
CCCN1CCCc2cc(CCNC(=O)C(=O)Nc3ccccc3C)ccc21 | i | 0.072 | -10
O=C(Cc1csc(NC(=O)c2ccc[nH]c2=O)n1)NCc1ccc(F)cc1 | i | 0.048 | 35
CCCN1C(=O)C(O)(c2c[nH]c3ccccc23)c2ccccc21 (stereo not drawn) | i | 0.059 | 45
COc1ccc(-c2nnc(NC(=O)CS(=O)(=O)c3ccccc3)o2)cc1OC | i | 0.056 | 38
Cc1ccc(C2=NN(S(=O)(=O)c3ccc(F)cc3)C(c3ccc4nccnc4c3)C2)cc1 (stereo not drawn) | i | 0.14 | 52
O=C(Cn1cnc2c(sc3ncccc32)c1=O)Nc1ccc(Cl)cc1 | i | 0.16 | 60
CCOc1ccccc1-c1nc(Cn2ccn3nc(-c4ccc(OC)cc4)cc3c2=O)c(C)o1 | i | 0.062 | 60
Cn1c(=O)n(CC(=O)N2CCCC2)c(=O)c2c(N3CCN(C(=O)c4ccco4)CC3)ccnc21 | i | 0.11 | 73
CCCc1cc(=O)[nH]c(-n2nc(-c3ccco3)cc2NC(=O)c2ccc3c(c2)OCO3)n1 | i | 0.13 | 46
CN(C(=O)c1cnn2c(C(F)F)cc(-c3ccccc3)nc12)c1ccccc1 | i | 0.025 | 43
COc1cc(-c2cc(=O)c3ccccc3o2)ccc1O | i | 0.12 | 37
Cc1ccc(NC(=O)CCCS(=O)(=O)c2ccccc2)c(C(=O)c2ccccc2)c1 | i | 0.062 | 69
O=C(NCCOc1ccc(-c2ccco2)nn1)c1ccccc1[N+](=O)[O-] | i | 0.025 | 55
Cc1cc(C)c(S(=O)(=O)Nc2cc(Cl)ccc2O)c(C)c1 | i | 0.16 | 40
COc1ccc(C(=O)N2CCC3(CC2)NC(=O)NC3=O)cc1OC | i | 0.056 | 31
Cc1cccc(NC(=O)NCCOc2ccc3nnc(-c4ccccc4)n3n2)c1C | i | 0.056 | 54
COc1ccc(C(=O)Nc2cccc(-n3c(C)nc4ccccc4c3=O)c2)cc1OC | i | 0.063 | 30
Going on with the list.
SMILES | GluA2 TARP mod | GluA2 TARP mod agonism max-min | GluA2 TARP mod glutamate slope
CN(C)C(=O)Cc1ccc(NS(=O)(=O)c2ccccc2Br)cc1 | i | 0.083 | 40
Cc1cc(=O)[nH]c(-n2nc(C)c(CCC(=O)N3CCCc4ccccc43)c2C)n1 | i | 0.091 | 61
CN(Cc1ccco1)S(=O)(=O)c1ccc(C(=O)Nc2ccc(F)cc2F)cc1 | i | 0.041 | 47
COc1ccc(S(=O)(=O)N2CCC(C(=O)Nc3cc(C)nn3C(C)C)CC2)cc1 | i | 0.11 | 45
O=C(c1cccs1)N1CC(C(=O)N2CCN(c3ccccc3Cl)CC2)C1 | i | 0.043 | 53
O=C(CN1CCN(Cc2ccc(F)cc2)CC1)Nc1ccc(F)cc1 | i | 0.061 | 42
O=C1CN(c2ccccc2NC(=O)C2(c3cccs3)CCCC2)CCN1 | i | 0.079 | 67
Cc1ccc(-n2ccnc2N2CCN(C(=O)c3ccccc3SC(F)F)CC2)cc1 | i | 0.029 | 32
CC1CCN(S(=O)(=O)c2ccc(-c3nc(C#N)c(NCCN(C)C)o3)cc2)CC1 | i | 0.12 | 55
COc1ccc(C(CNS(=O)(=O)c2ccc(Cl)cc2)N2CCN(C)CC2)cc1 (stereo not drawn) | i | 0.049 | 58
S=c1nc(NCc2ccccc2Cl)c2ccccc2[nH]1 | i | 0.07 | 76
COc1ccc(C(=O)CSc2nnc(-c3cn(C)nc3OC)n2C)cc1 | i | 0.12 | 59
COc1cc(C)c(C)cc1S(=O)(=O)Nc1ccc2c(c1)CCCN2S(=O)(=O)c1ccccc1 | i | 0.1 | 60
O=C(NCCCn1nc(-c2ccc(Cl)cc2)ccc1=O)c1ccco1 | i | 0.11 | 60
O=C(CCC1CCCCC1)N1CCC2(CC1)NC(=O)N(CCc1ccccc1)C2=O | i | 0.082 | 31
COc1cn(-c2ccc(F)cc2)nc1C(=O)NC1CCCCCC1 | i | 0.058 | 61
NC(=O)Cn1nc(-c2ccc(N3CCCCC3)cc2)ccc1=O | i | 0.096 | 53
O=S(=O)(c1c(Cl)cccc1Cl)N1CCCCCC1 | i | 0.032 | 56
O=C(Nc1nc(-c2ccccc2)cs1)C1CCN(S(=O)(=O)c2ccc(F)cc2)CC1 | i | 0.095 | 52
O=C(CCCN1C(=O)c2cccc3cccc(c23)C1=O)N1CCN(c2ccccc2)CC1 | i | 0.11 | 57
COc1ccc(C)c2sc(NC(=O)Cc3ccc(SC)cc3)nc12 | i | 0.1 | 48
O=S(=O)(c1cc(Cl)ccc1Cl)N1CCN(c2ccc3nncn3n2)CC1 | i | 0.1 | 43
COC(=O)C(C)Oc1ccc2c(c1)O/C(=C\c1cc(OC)c(OC)c(OC)c1)C2=O (stereo not drawn) | i | 0.11 | 64
O=C(CS(=O)c1ccc(C(F)(F)F)cc1[N+](=O)[O-])Oc1ccc(Cl)cc1 (stereo not drawn) | i | 0.091 | 39
CCOc1cc(C)c(S(=O)(=O)NC(C)CC)cc1C(C)C (stereo not drawn) | i | 0.095 | 71
Next results follow.
SMILES | GluA2 TARP mod | GluA2 TARP mod agonism max-min | GluA2 TARP mod glutamate slope
COc1ccc2nc(-c3cccc(NC(=O)Nc4ccccc4OC)c3)cn2n1 | i | 0.14 | 60
CC(C)Oc1ccc(C(=O)Nc2sc3c(c2-c2nc4ccccc4s2)CCN(C)C3)cc1 | i | 0.094 | 55
CCCC(CCC)C(=O)N1CCN(c2ccc(-c3cccnc3)nn2)CC1 | i | 0.067 | 39
CC(CCc1ccccc1)NC(=O)Cc1cc(-c2cccs2)on1 (stereo not drawn) | i | 0.035 | 60
CN(C)C(CNC(=O)c1cccc(Cl)c1)c1ccc(F)cc1 (stereo not drawn) | i | 0.085 | 57
O=C(NCc1ccc(F)cc1)C(=O)NCC(O)Cc1ccccc1 (stereo not drawn) | i | 0.15 | 60
O=C1NC2(CCN(Cc3ccc(Cl)cc3)CC2)C(=O)N1CCOc1ccccc1 | i | 0.045 | 49
CC1CC(=O)Nc2c1c(NC(=O)c1ccc3c(c1)OCO3)nn2C (stereo not drawn) | + | 0.11* | 38*
COc1cccc(OCC(=O)N2CCN(c3ncnc4c3nnn4-c3ccc(Cl)cc3)CC2)c1 | i | 0.073 | 62
CC(C)(C)CC(=O)N1CCN(Cc2nnnn2-c2ccc(F)c(F)c2)CC1 | i | 0.046 | 56
CC1(C)Cc2cccc(OCC(=O)NCCn3ncc4c(N5CCOCC5)ncnc43)c2O1 | i | 0.079 | 71
Cc1ccc(C)c(OCC(=O)N2CCC(C)CC2)c1 | i | 0.023 | 66
CCCS(=O)(=O)N1CCCc2cc(NC(=O)Nc3ccccc3OCC)ccc21 | i | 0.14 | 58
COc1ccc(C(=O)Nc2ccc3c(c2)CCCN3C(=O)C2CC2)cc1OC | i | 0.12 | 57
CCOC(=O)Cn1c(=O)c2c(nc3n2CCCCN3c2ccc(C)cc2)n(C)c1=O | i | 0.11 | 62
CCCCCOc1cccc(C(=O)Nc2ccc(S(=O)(=O)Nc3nnc(CC)s3)cc2)c1 | i | 0.11 | 62
COc1ccc(CCNC(=O)Cn2nc(-c3ccc(OC)c(OC)c3)ccc2=O)cc1 | i | 0.041 | 59
CCn1c(SCc2nc(-c3ccc(Cl)cc3)oc2C)nc2ccccc2c1=O | i | 0.12 | 64
Cc1cc(=O)[nH]c(-n2nc(C3CC3)cc2NC(=O)c2ccco2)n1 | i | 0.16 | 58
CCOC(=O)Cn1c(=O)c2c(nc3n(-c4ccccc4)c(C)c(C)n23)n(C)c1=O | i | 0.12 | 64
COc1nn(C)cc1C(=O)Nc1sc2c(c1-c1nc3ccccc3s1)CCN(C(C)=O)C2 | i | 0.1 | 35
Cc1ccc(-n2nc3c(c2NC(=O)C(=O)NC(C)c2ccccc2)CSC3)c(C)c1 (stereo not drawn) | i | 0.033 | 48
CC(=O)Nc1cccc(NC(=O)c2ccc(=O)n(Cc3ccccc3F)c2)c1 | i | 0.061 | 54
COc1ccccc1-c1c(C)oc2cc(OC(=O)N3CCOCC3)ccc2c1=O | i | 0.13 | 60
O=C(NCC1CCN(Cc2ccco2)CC1)C(=O)Nc1ccc(F)c(Cl)c1 | i | 0.06 | 57

Copied from above, 14 compounds:
SMILES | GluA2 TARP mod | GluA2 TARP mod agonism max-min | GluA2 TARP mod glutamate slope
CN(C)C(CNC(=O)c1cccc(Cl)c1)c1ccc(F)cc1 (stereo not drawn) | i | 0.085 | 57
O=C(NCc1ccc(F)cc1)C(=O)NCC(O)Cc1ccccc1 (stereo not drawn) | i | 0.15 | 60
O=C1NC2(CCN(Cc3ccc(Cl)cc3)CC2)C(=O)N1CCOc1ccccc1 | i | 0.045 | 49
CC1CC(=O)Nc2c1c(NC(=O)c1ccc3c(c1)OCO3)nn2C (stereo not drawn) | + | 0.11* | 38*
COc1cccc(OCC(=O)N2CCN(c3ncnc4c3nnn4-c3ccc(Cl)cc3)CC2)c1 | i | 0.073 | 62
CC(C)(C)CC(=O)N1CCN(Cc2nnnn2-c2ccc(F)c(F)c2)CC1 | i | 0.046 | 56
CC1(C)Cc2cccc(OCC(=O)NCCn3ncc4c(N5CCOCC5)ncnc43)c2O1 | i | 0.079 | 71
Cc1ccc(C)c(OCC(=O)N2CCC(C)CC2)c1 | i | 0.023 | 66
CCCS(=O)(=O)N1CCCc2cc(NC(=O)Nc3ccccc3OCC)ccc21 | i | 0.14 | 58
COc1ccc(C(=O)Nc2ccc3c(c2)CCCN3C(=O)C2CC2)cc1OC | i | 0.12 | 57
CCOC(=O)Cn1c(=O)c2c(nc3n2CCCCN3c2ccc(C)cc2)n(C)c1=O | i | 0.11 | 62
CCCCCOc1cccc(C(=O)Nc2ccc(S(=O)(=O)Nc3nnc(CC)s3)cc2)c1 | i | 0.11 | 62
COc1ccc(CCNC(=O)Cn2nc(-c3ccc(OC)c(OC)c3)ccc2=O)cc1 | i | 0.041 | 59
CCn1c(SCc2nc(-c3ccc(Cl)cc3)oc2C)nc2ccccc2c1=O | i | 0.12 | 64

(continued)
SMILES | GluA2 TARP mod | GluA2 TARP mod agonism max-min | GluA2 TARP mod glutamate slope
COc1cc(/C=C/C(=O)N2CCC(c3cccs3)CC2)cc(OC)c1OC | i | 0.094 | 64
Cc1noc(C2CN(C(=O)c3ccc4ncsc4c3)C2)n1 | i | 0.14 | 52
O=C(CSc1ccc(F)cc1)N1CCC(Cn2cccn2)CC1 | i | 0.084 | 87
CC1CN(C(=O)C(=O)Nc2c3c(nn2C(C)(C)C)CSC3)CC(C)O1 (stereo not drawn) | i | 0.018 | 50
CN(C)CCN(C(=O)c1ccn(C)n1)c1nc2ccc(Cl)cc2s1 | + | 0.25* | 46*
CCOC(=O)c1ccc(NC(=O)c2ccc(=O)n(Cc3cccc(F)c3)c2)cc1 | i | 0.13 | 61
COc1ccccc1NC(=O)N1CCCN(CCn2cccn2)CC1 | i | 0.14 | 74
O=C(C(=O)N1CCN(c2ncnc3c2nnn3-c2ccc(Cl)cc2)CC1)c1c[nH]c2ccccc12 | i | 0.14 | 53
CCCS(=O)(=O)Nc1ccc(C)c(N2CCCC2=O)c1 | i | 0.1 | 61
COc1ccc(NC(=O)c2ccc(N3CCCCS3(=O)=O)cc2)cc1OC | i | 0.11 | 52
COc1ccc(-c2ccc(N3CCN(C(=O)c4cnc5ccccc5n4)CC3)nn2)cc1 | i | 0.026 | 42
CCOc1ccccc1NC(=O)c1sc(=S)n(-c2ccc(OC)cc2OC)c1N | i | 0.11 | 62
COc1ccccc1-c1csc(-c2ccccn2)n1 | i | 0.079 | 60
Cc1cc(O)c(C(c2ccccc2Cl)c2c(O)cc(C)[nH]c2=O)c(=O)[nH]1 | i | 0.045 | 50
CCOC(=O)C1CCN(C(=O)CN2C(=O)c3ccccc3S2(=O)=O)CC1 | i | 0.073 | 44
O=C(CN1CCN(C(=O)CCSc2ccccc2)CC1)c1cccs1 | i | 0.082 | 60
COc1ccc(-c2ccc(=O)n(CCNC(=O)C(C)Oc3ccc4c(c3)OCO4)n2)cc1 (stereo not drawn) | i | 0.063 | 55
COc1ccc(NC(=O)Cn2nc(-c3ccco3)c3sc(N4CCCCC4)nc3c2=O)c(OC)c1 | i | 0.061 | 48
Cc1cccn2c(=O)c3cc(C(=O)N(C)C)n(Cc4ccccc4)c3nc12 | i | 0.078 | 75
COc1ccc(OCC(=O)Nc2ccc3c(c2)CCCN3S(=O)(=O)c2ccccc2)cc1 | i | 0.12 | 64
COc1ccc(/C=C/C(=O)Nc2c(C)cccc2C(C)C)cc1 | i | 0.055 | 48
CN1CCC(CNC(=O)CCc2ccccc2)CC1 | i | 0.067 | 54
Cc1cc(C)c(S(=O)(=O)NCc2cccnc2)cc1N(C)S(=O)(=O)c1ccccc1 | i | 0.065 | 66
CC(C)NC(=O)CCN1C(=O)c2ccccc2S1(=O)=O | i | 0.039 | 44
Cc1cc(-c2nnc(NC(=O)CCCSc3ccccc3)o2)nn1C | i | 0.079 | 36
C=Cc1ccc(CN(c2cccc(F)c2)S(=O)(=O)c2ccc3nnc(C)n3c2)cc1 | i | 0.083 | 39
O=C(NCCCSc1ccc(Br)cc1)Nc1ncccn1 | i | 0.11 | 50

Screens: PubChem, Vanderbilt High Throughput Screening Facility
